sdo1 growth – restores growth of sdo1-depleted yeast | S. cerevisiae sdo1-depleted JHY4D growth rescue, OD600 30 h; active compounds read high; pdr5 snq2 efflux-pump mutant strain | z-score at 10 µM | 140,000 compounds, 0.21% hits;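 active = z-score above 3 at both the 24 hr and the 30 hr optical density reads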;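 also: z-score against mean and SD of all compound wells on the same plate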
Insulin prom inh – TRM-6 insulin promoter activity inhibition; TRM-6 cells (human fetal islet line), insulin promoter-eGFP reporter, imaging; reporter expression induced with tamoxifen; inhibition, % at 2 µM; 130,000 compounds, 0.9% hits; AID 1273;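 active = inhibition above the mean plus 3 SD, with well images judged a real hit on visual review, cut at about 60% in these data, passing the limit was not always enough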
sdo1 growth Rescue 24 h – further read-out of sdo1 growth, marked with its call; z-score; S. cerevisiae sdo1-depleted JHY4D growth rescue, OD600; measured here: growth rescue at 24 h;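 0 is the plate mean of compound wells and units are plate SD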
Numbers without * were called inactive. An excerpt; rates above refer to the full screens.

For COc1ccc(-c2nc(CS(=O)CC(=O)NCc3cccnc3)c(C)o2)cc1 (stereo not given) the results were sdo1 growth 1.1 and sdo1 growth Rescue 24 h 0.92.
`COc1ccc(C(=O)CC(c2ccccc2)S(=O)(=O)c2ccc(C)cc2)cc1` (stereo not given) gave sdo1 growth -0.65, Insulin prom inh -19 and sdo1 growth Rescue 24 h -0.7.
For O=C(O)CCCc1nc(-c2ccc(Cl)cc2)no1 the results were sdo1 growth 0.33, Insulin prom inh 0 and sdo1 growth Rescue 24 h -0.37.
For COc1ccc(C(C(=O)NC2CCCC2)N(Cc2ccc(C)cc2)C(=O)c2ccn[nH]2)cc1OC (stereo not given) the results were sdo1 growth 2.1 and sdo1 growth Rescue 24 h 1.3.
CC(C)CN1CN(Cc2ccccc2)CNC1=S was read as sdo1 growth -0.51 and sdo1 growth Rescue 24 h -0.88.
Screening COc1cc2nc(N(C)C)nc(N)c2cc1OC returned sdo1 growth 0.21 and sdo1 growth Rescue 24 h -0.49.
CCOC(=O)C=C1CCN(c2ncc(C(F)(F)F)cc2Cl)CC1 was read as sdo1 growth -0.71, Insulin prom inh -26 and sdo1 growth Rescue 24 h -1.5.
`Clc1ccc(OCCOCCN2CCc3ccccc3C2)c(Cl)c1` gave sdo1 growth -1.6 and sdo1 growth Rescue 24 h -1.8.
Screening Cc1nn(Cc2ccc(F)cc2)c2sc(C(=O)Nc3nccs3)cc12 returned sdo1 growth 0.4, Insulin prom inh 6 and sdo1 growth Rescue 24 h 1.2.
Screening COc1cccc(C(C(=O)NC2CCCC2)N(C(=O)c2ccco2)C2CC2)c1OC (stereo not given) returned sdo1 growth 0.71 and sdo1 growth Rescue 24 h 1.1.
Screening Cc1cc(C)nc(N2CCC(C(=O)Nc3cccc(C(F)(F)F)c3)CC2)n1 returned sdo1 growth -2.1 and sdo1 growth Rescue 24 h -1.8.
CCOc1ncccc1C(=O)OCC(=O)N(CC(C)C)C1CCS(=O)(=O)C1 (stereo not given) was read as Insulin prom inh -43.
For CC(=O)c1cccc(NC(=O)C2CCCN(S(=O)(=O)c3cccc4cccnc34)C2)c1 (stereo not given) the results were sdo1 growth 0.97 and sdo1 growth Rescue 24 h 0.7.
CCCSc1ncnc2c1oc1ccccc12 was read as sdo1 growth 0.1 and sdo1 growth Rescue 24 h 0.38.
Screening CCc1cccc2c(C=C(C#N)C#N)cn(CC(=O)N3CCCC3)c12 returned sdo1 growth -0.92, Insulin prom inh 8 and sdo1 growth Rescue 24 h 0.81.
For CN(C)c1ccc(C(CNS(=O)(=O)c2ccc3ccccc3c2)c2c[nH]c3ccccc23)cc1 (stereo not given) the results were sdo1 growth -0.55, Insulin prom inh -46 and sdo1 growth Rescue 24 h -0.12.
Screening CCOC(=O)c1ccc(NC(=S)N(CCCN2CCCCCC2)Cc2ccco2)cc1 returned sdo1 growth 1.8, Insulin prom inh 23 and sdo1 growth Rescue 24 h 1.2.
Screening CCN(CC)CCCN1C(=O)c2oc3ccccc3c(=O)c2C1c1cc(OC)ccc1OC (stereo not given) returned sdo1 growth -0.27, Insulin prom inh -36 and sdo1 growth Rescue 24 h -0.73.
`CCn1cc(-c2cc(C(=O)O)c3ccccc3n2)c(C)n1` gave sdo1 growth 0.61, Insulin prom inh -14 and sdo1 growth Rescue 24 h 0.56.
`CCCC(=O)NC(=S)Nc1cccc(Cl)c1N1CCCCC1` gave sdo1 growth -1, Insulin prom inh -8 and sdo1 growth Rescue 24 h 0.17.
`CCC1C(=O)NCCN1C(=O)c1ccccc1OC1CCN(S(C)(=O)=O)CC1` (stereo not given) gave Insulin prom inh -7.
For O=C(c1ccc(S(=O)(=O)Cc2ccccc2F)c([N+](=O)[O-])c1)N1CCCC1 the results were Insulin prom inh 0.
`Cc1ccc(N(C)C(=O)N2CCN(S(=O)(=O)c3ccc(C)cc3)CC2)cc1` gave sdo1 growth -1.6 and sdo1 growth Rescue 24 h -1.3.
`O=C(NC(c1ccccc1)c1ccccn1)c1cccc([N+](=O)[O-])c1` (stereo not given) gave Insulin prom inh -25.
`O=C(C1CC(c2ccccc2O)=NO1)N1CCc2ccccc2C1` (stereo not given) gave sdo1 growth -0.94, Insulin prom inh -22 and sdo1 growth Rescue 24 h -0.44.
C/C(=C\C(=O)c1ccc(C)cc1)Nc1ccc(N2CCOCC2)cc1 was read as sdo1 growth 1.1, Insulin prom inh 0 and sdo1 growth Rescue 24 h 1.8.
Screening Cn1nnc2c(N3CCCCC3)nccc21 returned sdo1 growth -0.1 and sdo1 growth Rescue 24 h -0.21.
`Cc1cc(NCC2CCCO2)n2c(nc3ccccc32)c1C#N` (stereo not given) gave sdo1 growth -1.4, Insulin prom inh -11 and sdo1 growth Rescue 24 h -1.5.
Screening Cc1ccc([N+](=O)[O-])cc1-c1ccc(/C=C(\C#N)c2[nH]nc(N)c2C#N)o1 returned sdo1 growth 0.98, Insulin prom inh 43 and sdo1 growth Rescue 24 h 1.1.
Screening NC1=NC(=O)S/C1=C\c1ccc(F)cc1 returned Insulin prom inh 29.
Screening NC(=O)c1cccn1Cc1ccccc1Cl returned sdo1 growth 0.42 and sdo1 growth Rescue 24 h 0.23.
For CCOc1ccc2[nH]c(=O)c(CN(CCc3ccccc3)C(=O)N3CCCC3)cc2c1 the results were sdo1 growth -0.33, Insulin prom inh -20 and sdo1 growth Rescue 24 h -0.52.
For CCc1ccccc1OCCCCN1CCCC1 the results were sdo1 growth 0.02, Insulin prom inh -5 and sdo1 growth Rescue 24 h 0.32.
Screening CC(NS(=O)(=O)c1ccc(Br)cc1)C(=O)NCCc1ccccc1 (stereo not given) returned sdo1 growth 1.3 and sdo1 growth Rescue 24 h 1.5.
For COc1ccc(N2C(=O)/C(=C3/C=CC=CN3C)SC2=S)cc1 the results were sdo1 growth 0.16, Insulin prom inh -37 and sdo1 growth Rescue 24 h -0.2.
For CC(=O)c1ccc(NC(=O)CSc2nccn2CCc2ccccc2)cc1 the results were sdo1 growth -0.24, Insulin prom inh -7 and sdo1 growth Rescue 24 h 0.19.

The closing five entries of the part above are carried over, then new ones follow.
For CCOc1ccc2[nH]c(=O)c(CN(CCc3ccccc3)C(=O)N3CCCC3)cc2c1 the results were sdo1 growth -0.33, Insulin prom inh -20 and sdo1 growth Rescue 24 h -0.52.
For CCc1ccccc1OCCCCN1CCCC1 the results were sdo1 growth 0.02, Insulin prom inh -5 and sdo1 growth Rescue 24 h 0.32.
Screening CC(NS(=O)(=O)c1ccc(Br)cc1)C(=O)NCCc1ccccc1 (stereo not given) returned sdo1 growth 1.3 and sdo1 growth Rescue 24 h 1.5.
For COc1ccc(N2C(=O)/C(=C3/C=CC=CN3C)SC2=S)cc1 the results were sdo1 growth 0.16, Insulin prom inh -37 and sdo1 growth Rescue 24 h -0.2.
For CC(=O)c1ccc(NC(=O)CSc2nccn2CCc2ccccc2)cc1 the results were sdo1 growth -0.24, Insulin prom inh -7 and sdo1 growth Rescue 24 h 0.19.
Screening c1ccc2c(NC3C4CC5CC(C4)CC3C5)nc(N3CCOCC3)nc2c1 (stereo not given) returned Insulin prom inh -65.
Screening COc1ccccc1CNC(=O)CCCNS(=O)(=O)c1cccc2nsnc12 returned sdo1 growth 0, Insulin prom inh -36 and sdo1 growth Rescue 24 h -0.89.
For COc1ccc(CCNC(=O)c2oc3ccc(S(=O)(=O)N4CCOCC4)cc3c2C)cc1OC the results were sdo1 growth 0.67 and sdo1 growth Rescue 24 h 0.53.
Screening O=C(CSC1=NCCS1)N1CCCC1 returned sdo1 growth -0.4, Insulin prom inh 3 and sdo1 growth Rescue 24 h -0.74.
Cn1c(=O)n(-c2ccc(Cl)cc2)c(=O)c2c3c(sc21)COC(C)(C)C3 was read as sdo1 growth -0.45, Insulin prom inh 30 and sdo1 growth Rescue 24 h -1.2.
CCCn1nnc(NC(=O)c2ccc(Br)o2)n1 was read as sdo1 growth 2.2, Insulin prom inh 15 and sdo1 growth Rescue 24 h 2.4.
For O=C(NC1CCCCC1)C1CCN(c2cnccn2)CC1 the results were sdo1 growth 0.73 and sdo1 growth Rescue 24 h 0.14.
Cc1ccc(-c2nnc3c(C(F)(F)F)nc4ccccc4n23)cc1 was read as sdo1 growth 0.18, Insulin prom inh -4 and sdo1 growth Rescue 24 h -0.45.
For COc1ccc(OC)c(-c2csc3nnc(SCC(=O)Nc4ccc(NC(C)=O)cc4)n23)c1 the results were sdo1 growth 0.08 and sdo1 growth Rescue 24 h 0.15.
For Cc1cc(C)n(-c2ccc(C(=O)Nc3ccc4c(c3)OCCO4)cc2)n1 the results were sdo1 growth 0.75, Insulin prom inh -28 and sdo1 growth Rescue 24 h 0.75.
For COC(=O)c1cc2c(s1)-c1ccccc1OC2 the results were sdo1 growth -0.43 and sdo1 growth Rescue 24 h -0.64.
Screening CCN(CC)c1cnn(C/C(=N\OC)c2ccc(Cl)cc2)c(=O)c1Br returned sdo1 growth -0.46, Insulin prom inh -136 and sdo1 growth Rescue 24 h 0.33.
Cc1ccc(C(=O)COC(=O)c2c(C)cc(=O)oc2C)cc1[N+](=O)[O-] was read as sdo1 growth 0.2, Insulin prom inh 0 and sdo1 growth Rescue 24 h 0.64.
`COc1ccccc1C(=O)Nc1nnn(C)n1` gave sdo1 growth -0.43 and sdo1 growth Rescue 24 h -1.6.
Screening COc1ccc(CN2c3cc(S(=O)(=O)N4CCOCC4)ccc3N3CCCC32)cc1 (stereo not given) returned sdo1 growth 0.26, Insulin prom inh -42 and sdo1 growth Rescue 24 h -0.29.
CCC(CC)c1nnc(NC(=O)c2nc3nc(C)cc(C)n3n2)s1 was read as sdo1 growth 0.41, Insulin prom inh -26 and sdo1 growth Rescue 24 h 0.09.
COc1ccc(NC(=O)COc2cccnc2[N+](=O)[O-])cc1OC was read as Insulin prom inh -27.
For CCOc1ccc(-n2c(SCC(=O)Nc3cc(OC)c([N+](=O)[O-])cc3C)nc3ccccc32)cc1 the results were sdo1 growth -0.52, Insulin prom inh 32 and sdo1 growth Rescue 24 h -0.88.
For O=C(Cc1ncn[nH]1)NCCc1ccccc1 the results were sdo1 growth 0.37 and sdo1 growth Rescue 24 h 0.19.
Screening Cc1nc(C)c(C(=O)Nc2nc3c(C)cccc3s2)o1 returned sdo1 growth -0.46, Insulin prom inh 14 and sdo1 growth Rescue 24 h -0.19.
Cc1ccc(CSCC(=O)Nc2ccc3c(c2)OCO3)cc1 was read as sdo1 growth 0.33, Insulin prom inh 6 and sdo1 growth Rescue 24 h 0.22.
Clc1ccc(C(c2nnnn2C2CCCC2)N2CCN(Cc3ccncc3)CC2)cc1 (stereo not given) was read as sdo1 growth -1.2, Insulin prom inh -93 and sdo1 growth Rescue 24 h -0.99.
CCCSC1=C(C#N)C(c2ccccc2C)C(C(=O)OC)C(=O)N1 (stereo not given) was read as sdo1 growth 0.03, Insulin prom inh -69 and sdo1 growth Rescue 24 h 0.09.
For COc1ccc(NC(=O)ON=C2c3ccccc3-c3ccccc32)cc1 the results were sdo1 growth -1.3 and sdo1 growth Rescue 24 h -0.88.
For CC(C)C(NC(=O)C12CC3CC(CC(C3)C1)C2)C(=O)NC1=NCCS1 (stereo not given) the results were sdo1 growth -0.16, Insulin prom inh -38 and sdo1 growth Rescue 24 h 0.01.
CCC(C)NC(=O)CCc1nc2ccccc2n1-c1ccccc1 (stereo not given) was read as sdo1 growth 0.9 and sdo1 growth Rescue 24 h 0.96.
`Cc1cc(C)c2nc(NC(=O)c3ccc4c(c3)OCO4)sc2c1` gave sdo1 growth -1.2, Insulin prom inh 22 and sdo1 growth Rescue 24 h 0.2.
CCS(=O)(=O)N1CCC(NC(=O)c2ccco2)CC1 was read as sdo1 growth -0.19 and sdo1 growth Rescue 24 h -0.28.
O=C(OCC(=O)N1CCc2ccccc21)c1ccc[nH]c1=O was read as Insulin prom inh 15.
For N/C(Cc1ccc([N+](=O)[O-])cc1)=N\OC(=O)c1ccc([N+](=O)[O-])cc1 the results were sdo1 growth -2.3 and sdo1 growth Rescue 24 h -1.5.
COc1ccc(/C=C/C=N/NC(=O)COc2ccc(OC)cc2)cc1 was read as sdo1 growth 0.08, Insulin prom inh 47 and sdo1 growth Rescue 24 h -0.3.
Screening Cc1ccccc1N1C(S)=C(C#N)C(=O)NC12CCCCC2 returned sdo1 growth 1, Insulin prom inh 3 and sdo1 growth Rescue 24 h 1.1.

Quoted from above for reference:
For COc1ccc(-c2nc(CS(=O)CC(=O)NCc3cccnc3)c(C)o2)cc1 (stereo not given) the results were sdo1 growth 1.1 and sdo1 growth Rescue 24 h 0.92.
`COc1ccc(C(=O)CC(c2ccccc2)S(=O)(=O)c2ccc(C)cc2)cc1` (stereo not given) gave sdo1 growth -0.65, Insulin prom inh -19 and sdo1 growth Rescue 24 h -0.7.
For O=C(O)CCCc1nc(-c2ccc(Cl)cc2)no1 the results were sdo1 growth 0.33, Insulin prom inh 0 and sdo1 growth Rescue 24 h -0.37.

Compound activity deposited in PubChem BioAssay by several laboratories.
